Assay outcomes deposited in PubChem by several laboratories.
GRK2 aptamer HTS – human GRK2 inhibition via aptamer displacement | bead flow cytometry, FAM-aptamer displacement from GRK2 | AID 488847 | 330,000 tested, 0.59% active | inhibition of aptamer binding, % at 10 µM | P25098;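 active means inhibition of aptamer binding above 40%, roughly 3 SD of noise, on plates passing a quality check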;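 further: median bead fluorescence of bound FAM aptamer so fluorescent compounds give negative values; no value below 0 was filed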
MCL1-BIM inh – disrupts human MCL1 binding to BIM-BH3 peptide; Q07820; GST-MCL1 / FITC-Bim-BH3 fluorescence polarization; inhibition, % at 10.9 µM; 320,000 tested, 0.68% active;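 active means inhibition above the mean inhibition of all tested compounds plus 3 SD, set per campaign, cut at about 40% in these data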;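 further: 0% = DMSO wells and 100% = unlabeled Bim-BH3 peptide control; higher means more loss of mP so more displacement of Bim peptide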
Target sequence (Q07820 whole entry, looked up): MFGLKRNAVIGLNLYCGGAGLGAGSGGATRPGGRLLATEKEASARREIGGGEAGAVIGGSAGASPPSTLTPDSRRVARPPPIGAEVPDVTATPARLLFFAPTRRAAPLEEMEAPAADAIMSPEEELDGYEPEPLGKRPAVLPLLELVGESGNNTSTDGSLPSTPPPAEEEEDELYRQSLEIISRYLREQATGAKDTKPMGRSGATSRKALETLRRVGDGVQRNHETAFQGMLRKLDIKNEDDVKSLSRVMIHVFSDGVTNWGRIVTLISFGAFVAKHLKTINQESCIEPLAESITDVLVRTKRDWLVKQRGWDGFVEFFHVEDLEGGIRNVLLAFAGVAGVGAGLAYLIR
CIT2 TOR yeast – yeast TOR pathway CIT2-GFP modulation. S. cerevisiae CIT2-GFP strain, flow cytometry, 3 h; 100 means same as DMSO wells. GFP response vs DMSO, % at 10 µM. 320,000 tested, 0.065% active. AID 2029;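 active means GFP response relative to DMSO above a set limit, near the screen mean plus 3 SD, cut at about 150% in these data; inconclusive means Fewer than 70 cells measured for a yeast strain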;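 further: ratio of well median GFP fluorescence to mean of DMSO wells on the plate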
GLD-1 RNA inh – GLD-1-TGE RNA interaction inhibition (C. elegans) | inhibition, % at 5.96 µM | purified GLD-1 + fluorescein TGE RNA, fluorescence polarization | Q17339 | 320,000 tested, 0.44% active | AID 2280;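 active means percent inhibition above a per-plate cutoff, the plate mean of test compounds plus 3 SD, cut at about 30% in these data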;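 further: 0% = DMSO wells with GLD-1 and probe and 100% = wells lacking GLD-1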
AGP1 TOR yeast – alters AGP1-GFP fluorescence in TOR pathway yeast screen; GFP response vs DMSO, % at 10 µM; 320,000 tested, 0.02% active; S. cerevisiae AGP1-GFP multiplex flow cytometry, 3 h; GFP as percent of DMSO wells;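 active means GFP response relative to DMSO above a set limit, near screen average plus 3 SD, cut at about 150% in these data; inconclusive means fewer than 70 cells counted for the yeast strain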;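 further: median GFP channel fluorescence of the gated AGP1 strain per well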
Fam108B inh – counter-screen for RBBP9 inhibitors: inhibitors of mouse Fam108B | recombinant Fam108B, FP-Rh probe fluorescence polarization | inhibition, % at 9.51 µM | 300,000 tested, 0.33% active;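 active means inhibition above the screen mean inhibition plus 3 SD, computed separately per campaign, cut at about 18% in these data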;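 further: inhibitors lower polarization as less probe binds the enzyme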
MEX-5 binding – C. elegans MEX-5 TCR-2 RNA binding activity. Q9XUB2. MEX-5/FITC-TCR2 RNA binding, fluorescence polarization; hits give low values. activity score (negative = inhibition of binding), % at 10 µM. 300,000 tested, 0.38% active;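 active means inhibition past about -25% in most replicates, and total fluorescence under double the plate's negative control median, limit read from the data; inconclusive means replicates evenly split on the limit, or fluorescence at least double controls; inactive means too little inhibition in most replicates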;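 further: 0% = DMSO and -100% = 5 µM competing unlabeled TCR2 RNA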
Target sequence (Q9XUB2 whole entry, looked up): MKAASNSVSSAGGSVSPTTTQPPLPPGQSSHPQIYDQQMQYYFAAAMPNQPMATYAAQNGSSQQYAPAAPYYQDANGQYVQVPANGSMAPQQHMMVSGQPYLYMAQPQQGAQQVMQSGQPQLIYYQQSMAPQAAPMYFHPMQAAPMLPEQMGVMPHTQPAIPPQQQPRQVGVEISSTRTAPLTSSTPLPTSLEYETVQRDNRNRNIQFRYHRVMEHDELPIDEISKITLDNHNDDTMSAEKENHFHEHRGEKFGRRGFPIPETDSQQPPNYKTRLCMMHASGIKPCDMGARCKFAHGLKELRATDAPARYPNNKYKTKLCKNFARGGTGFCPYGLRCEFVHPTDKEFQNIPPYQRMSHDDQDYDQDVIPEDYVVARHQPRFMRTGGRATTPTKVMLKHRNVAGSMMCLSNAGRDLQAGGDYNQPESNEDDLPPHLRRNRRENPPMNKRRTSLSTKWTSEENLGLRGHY
BCLXL inh – inhibitors of human Bcl-xL. inhibition, % at 10.9 µM. GST-Bcl-xL / FITC-Bim BH3 peptide fluorescence polarization. Q07817. 320,000 tested, 0.7% active. AID 2129;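 active means inhibition above the mean of all tested compounds plus 3 SD, cutoff set per campaign, cut at about 30% in these data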;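 further: 0% = DMSO wells and 100% = unlabeled Bim-BH3 peptide competitor; inhibitors lower millipolarization by displacing the labeled peptide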
VLA-4 inh – inhibition in a human VLA-4 binding assay. P13612. VLA-4 expressing cells, ligand binding flow cytometry. inhibition, % (about 7 µM as worked out from the volumes in the protocol). 330,000 tested, 0.2% active. AID 2557; in the data active means inhibition above about 50%
Numbers without * were called inactive; ? = inconclusive; nt = not tested or not shown; & = joins results of further samples.

Every second line gives: GRK2 aptamer HTS	MCL1-BIM inh	CIT2 TOR yeast	GLD-1 RNA inh	AGP1 TOR yeast	Fam108B inh	MEX-5 binding	BCLXL inh	VLA-4 inh
O=C(CCNC(=O)c1ccccc1Cl)Nc1ccc2c(c1)OCO2
  0	7	90	10	101	3	0.5	6	29
COc1ccccc1CC(=O)Nc1cccc2c1CCCC2
  4	5	95	2	99	3	0.2	4	7
CCOC(=O)c1c[nH]c2c3c(ccc2c1=O)CCCC3
  0	7	102	2	102	1	-4.0	5	-14
COc1ccc(Cl)cc1NC(=O)CN(C)S(=O)(=O)c1cccs1
  3	-4	?	-2	?	-2	0.3	4	2
Cc1ccc(NC(=O)CSc2nnnn2C2CCCC2)cc1S(=O)(=O)N1CCOCC1
  0	1	87	4	100	nt	nt	-1	7
O=C(CN1C(=O)CSc2ccc(S(=O)(=O)N3CCOCC3)cc21)NCc1ccc(F)cc1
  0	4	106	8	98	0	-0.3	-1	-2
Cc1ccc(C(=O)Nc2ccccc2-c2ccccc2)cc1S(=O)(=O)Nc1cccc(C)c1C
  7	5	97	6	99	-34	-1.2	-1	-15
COCc1nn2c(N)c(C#N)cnc2c1-c1ccccc1
  2	2	105	6	102	-7	-0.6	7	15
CN1CCN(CCCN2c3ccccc3Sc3ccc(Cl)cc32)CC1
  0&0	13&6	86&76	-1&3	84&85	6&-1	-7.2	7&-2	42&37
O=C1C(Br)=Cc2cccc3cccc1c23
  3	135*	?	83*	?	9	-9.9	116*	1

Next part
Every second line gives: GRK2 aptamer HTS	MCL1-BIM inh	CIT2 TOR yeast	GLD-1 RNA inh	AGP1 TOR yeast	Fam108B inh	MEX-5 binding	BCLXL inh	VLA-4 inh
CCn1cnc2c([N+](=O)[O-])c(NS(=O)(=O)c3ccc(C)cc3)ccc21
  0	3	98	8	107	-2	2.8	4	27
O=c1oc(CCO)cc2ccccc12
  17	nt	92	-2	102	nt	nt	nt	9
CCN(c1ccccc1)S(=O)(=O)c1ccc(C(C(=O)OC)C(=O)OC)c([N+](=O)[O-])c1
  0	1	108	3	108	-1	2.3	1	-3
CC(C)OCCCNc1ccc(N2C(=O)CCCC2=O)cc1[N+](=O)[O-]
  0	-2	100	5	102	-2	-4.2	1	6
CCCOc1cccc(C(=O)NCCCNC(=O)c2cccnc2)c1
  0	-2	95	-3	99	3	1.5	2	6
CCCCc1nnc(NC(=O)c2oc3ccccc3c2C)s1
  6	-4	96	6	100	4	2.9	2	-1
COC(=O)C(C)Sc1nnc(Cc2cc(=O)[nH]c(=O)[nH]2)n1-c1ccc(OC)cc1 (centres undefined)
  0	9	100	12	97	1	nt	7	3
CCOc1ccccc1-n1nnnc1SC(C)C(=O)OC (centres undefined)
  1	-7	102	6	103	-1	0.0	-10	-16
CC(Oc1ccccc1)C(=O)Nc1ccc(C(N)=O)cc1 (centres undefined)
  3	0	102	5	107	3	-1.0	0	-1
CC1CC(C)CN(CCCNC(=O)CC2Oc3ccccc3NC2=O)C1 (centres undefined)
  5	2	81	4	78	-2	-2.4	-3	34

Remaining list, next part.
Every second line gives: GRK2 aptamer HTS	MCL1-BIM inh	CIT2 TOR yeast	GLD-1 RNA inh	AGP1 TOR yeast	Fam108B inh	MEX-5 binding	BCLXL inh	VLA-4 inh
O=[N+]([O-])c1nn(-c2ccc3c(c2)OCCO3)n(O)c1=NCCC1=CCCCC1
  3	1	100	6	98	7	-0.8	2	0
Cc1nc(SCc2c(F)cccc2Cl)n[nH]1
  0	-1	103	-3	106	2	1.4	1	-27
CCC1=Nc2cc(C(=O)NCCCOC(C)C)ccc2Sc2ccccc21
  0	3	96	0	98	-5	0.7	2	26
O=C(NCC1CCCO1)Nc1cccc(Cl)c1 (centres undefined)
  2	11	100	2	101	-2	-0.1	9	16
COc1cccc(C(=O)N(Cc2ccc3c(c2)OCO3)Cc2nc3ccccc3c(=O)[nH]2)c1
  0	-1	nt	-3	100	-1	1.9	-1	10
Cc1ccc(S(=O)(=O)Nc2cccc(C(=O)NCC(c3ccccc3)N(C)C)c2)cc1F (centres undefined)
  1	-2	103	1	107	1	3.0	5	28
O=C(CCNC(=O)Cn1ccc2ccccc2c1=O)NCCN1CCc2ccccc2C1
  0	4	100	-2	103	5	0.7	11	-1
CCc1nnc(NC(=O)CSc2nc3[nH]ncc3c(=O)[nH]2)s1
  3	2	95	-8	97	0	1.2	6	-8
Cc1ccc(C(=O)Cn2nnc(-c3cccs3)n2)cc1
  0	-20	90	1	98	1	-1.5	-18	7
Cn1cc(Cl)c(C(=O)NC2CCCC2)n1
  2	-2	104	2	96	6	-0.2	1	1

(listing goes on)
Every second line gives: GRK2 aptamer HTS	MCL1-BIM inh	CIT2 TOR yeast	GLD-1 RNA inh	AGP1 TOR yeast	Fam108B inh	MEX-5 binding	BCLXL inh	VLA-4 inh
CCN(CC)S(=O)(=O)c1cc(NC(=O)C(C)N2CCc3ccccc32)ccc1C (centres undefined)
  1	-1	106	5	98	6	-0.8	8	-23
Oc1ccccc1N=Nc1nc(-c2ccccc2)c(-c2ccccc2)[nH]1
  0	-19	94	-6	85	17	0.9	-13	90*
COc1ccc(/C=C/C(=O)Nc2ccc(S(=O)(=O)Nc3onc(C)c3C)cc2)cc1OC
  0	1	102	-1	102	3	2.2	1	9
O=C(N/N=C/c1ccco1)c1cccc(S(=O)(=O)Nc2ccccc2Cl)c1
  18	20	97	1	92	6	-3.8	14	-2
Cc1nn(S(=O)(=O)c2ccccc2)c(C)c1Sc1ccc([N+](=O)[O-])cc1
  0	-1	99	1	102	1	0.0	0	9
C=CCC1S/C(=N/N=C/c2cccs2)NC1=O (centres undefined)
  0	11	111	3	98	2	3.8	-2	4
O=C(CC(=O)N/N=C\c1ccc(F)cc1)NCCc1ccccc1
  0	7	100	1	98	2	0.5	3	-5
O=C(CSc1nnc(-c2ccccc2)c(-c2ccccc2)n1)Nc1ncc(Cl)cc1Cl
  19	-18	96	-14	93	-6	6.4	-6	-22
CCCn1c(=O)c(C(=O)Nc2cccc(C)n2)c(O)c2ccccc21
  0	4	102	5	91	1	-0.3	6	26
O=C(Cn1cc(Cl)ccc1=O)c1ccc(Cl)cc1
  5	6	104	0	104	4	-1.3	5	9

(listing goes on)
Every second line gives: GRK2 aptamer HTS	MCL1-BIM inh	CIT2 TOR yeast	GLD-1 RNA inh	AGP1 TOR yeast	Fam108B inh	MEX-5 binding	BCLXL inh	VLA-4 inh
CNC(=O)CCCCC(=O)N/N=C/c1ccc(Cl)cc1Cl
  2	4	95	2	96	-2	2.4	-3	4
N/C(=N\c1nc2ccccc2o1)NC(=O)c1ccccc1
  0	3	97	-1	90	-6	-2.7	-2	-5
CCOC(=O)c1c(C)[nH]c(C(=O)CSc2nnc(Nc3ccccc3F)s2)c1C
  0	-17	nt	1	nt	-22	-0.5	-3	10
O=C(CS(=O)(=O)Cc1ccccc1)N1CCc2ccccc21
  2	-10	81	-6	94	0	-1.1	-4	-7
O=C(CCc1ccccc1)Nc1cccc([N+](=O)[O-])c1
  2	7	87	6	93	-1	-3.1	2	-1
COc1ccccc1NC(=S)N/N=C/c1cccc(C)c1
  0	6	99	-1	95	-13	0.3	4	-15
COc1ccccc1CNC(=O)N1CCN(c2ccccc2)CC1
  1	10	105	2	99	2	0.7	6	-5
COc1ccc(C(OC(=O)c2ccco2)C(=O)NC2CCCCC2)cc1OC (centres undefined)
  0	-7	94	6	104	-2	-0.1	2	39
Cc1cc(C)nc(NC(=O)c2cccs2)c1
  1	2	99	2	94	3	-2.3	-3	8
COc1cc(C=O)ccc1OCCCOc1ccccc1[N+](=O)[O-]
  1	0	96	-2	91	4	-3.1	-2	-1

Remaining list, next part:
Every second line gives: GRK2 aptamer HTS	MCL1-BIM inh	CIT2 TOR yeast	GLD-1 RNA inh	AGP1 TOR yeast	Fam108B inh	MEX-5 binding	BCLXL inh	VLA-4 inh
Cc1ccc(C(=O)Nn2c(N)c(S(=O)(=O)c3ccc(C)cc3)c3nc4ccccc4nc32)cc1
  0	-1	113	4	102	-4	-4.9	5	-3
O=C(O)CNS(=O)(=O)c1ccc2c(c1)CCCC2
  7	4	101	-4	98	-4	-0.4	0	11
COc1ccc2c(c1)C(C)(CCN)C(=O)N2C (centres undefined)
  0	0	106	4	96	3	-1.5	0	5
O=C(COc1cc(Cl)ccc1Cl)Nc1ccc2c(c1)CCC2
  5	2	101	1	102	-2	2.5	6	23
CN1CC=C2C(C#N)=C(N)C(C#N)(C#N)C(c3ccsc3)C2C1 (centres undefined)
  1	117*	107	70*	113	0	?	106*	-1

Two entries picked at random from those above:
Every second line gives: GRK2 aptamer HTS	MCL1-BIM inh	CIT2 TOR yeast	GLD-1 RNA inh	AGP1 TOR yeast	Fam108B inh	MEX-5 binding	BCLXL inh	VLA-4 inh
O=C(O)CNS(=O)(=O)c1ccc2c(c1)CCCC2
  7	4	101	-4	98	-4	-0.4	0	11
O=C(COc1cc(Cl)ccc1Cl)Nc1ccc2c(c1)CCC2
  5	2	101	1	102	-2	2.5	6	23

Among those listed so far, these contain a nitro group on carbon:
Every second line gives: GRK2 aptamer HTS	MCL1-BIM inh	CIT2 TOR yeast	GLD-1 RNA inh	AGP1 TOR yeast	Fam108B inh	MEX-5 binding	BCLXL inh	VLA-4 inh
CCn1cnc2c([N+](=O)[O-])c(NS(=O)(=O)c3ccc(C)cc3)ccc21
  0	3	98	8	107	-2	2.8	4	27
CCN(c1ccccc1)S(=O)(=O)c1ccc(C(C(=O)OC)C(=O)OC)c([N+](=O)[O-])c1
  0	1	108	3	108	-1	2.3	1	-3
CC(C)OCCCNc1ccc(N2C(=O)CCCC2=O)cc1[N+](=O)[O-]
  0	-2	100	5	102	-2	-4.2	1	6
O=[N+]([O-])c1nn(-c2ccc3c(c2)OCCO3)n(O)c1=NCCC1=CCCCC1
  3	1	100	6	98	7	-0.8	2	0
Cc1nn(S(=O)(=O)c2ccccc2)c(C)c1Sc1ccc([N+](=O)[O-])cc1
  0	-1	99	1	102	1	0.0	0	9
O=C(CCc1ccccc1)Nc1cccc([N+](=O)[O-])c1
  2	7	87	6	93	-1	-3.1	2	-1
COc1cc(C=O)ccc1OCCCOc1ccccc1[N+](=O)[O-]
  1	0	96	-2	91	4	-3.1	-2	-1
